High-throughput results as filed in PubChem.
TCR activator – activates T cell receptor signaling | primary human leukocytes, anti-CD3, IL-2 HTRF, 48 h | Potency, µM (titrated, usually from 9.22 µM), inactives show at the highest dose activation of IL-2 secretion, hits mostly activators | 330,000 tested, under 10 active | AID 504894; also: % of control where 0% means no effect
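IL-2 release read by HTRF sandwich (Eu cryptate donor, d2 acceptor, 665 nm emission) after 48 hr exposure of primary human leukocytes to compound together with anti-CD3 beads in the absence of co-stimulatory signals.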
FBPA coupling cs – inhibits coupling enzyme system, counter-screen for aldolase hits. activity change, negative = inhibition, % at 58.2 µM, hits read low. 0.67% of 290,000 active. coupling enzyme system counterscreen, AmpLite Red fluorescence; in the data active = activity change below about -30%; also: % is scaled to controls: 0 for no effect and ±100 for the full control effect
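Fluorescence at 525 nm excitation and 598 nm emission measured inhibition of the coupled detection system without aldolase. Compounds (at 57.5 uM final) were preincubated 10 min at room temperature with coupling enzyme reagent before a 20 min substrate/AmpLite Red step.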
Tb PFK block – T. brucei PFK enzyme inhibition | T. brucei PFK, ADP-Glo luminescence | Potency, µM (series often up to 57.5 µM), without a hit: at the highest dose activity, negative = inhibition, actives largely listed as inhibitors | 0.17% of 330,000 active;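 also: potency is read from the fitted curve at half-maximal effect; 0% = uninhibited 1x PFK enzyme wells and -100% = no-enzyme wells; nearly all actives have a fitted effect of over 60% in size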
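Compounds were pin-transferred as a titration series up to 57 uM into substrate buffer (0.5 mM F6P, 0.1 mM ATP, pH 8.0), then 1.25 nM PFK was added and reactions ran 45 min before ADP-Glo detection.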
Giardia killer – kills Giardia lamblia. Giardia lamblia trophozoite viability. activity change, % at 7.66 µM, hits read low. 0.15% of 340,000 active. AID 540267; in the data active = activity change below about -80%; inconclusive = between about -30% and that limit;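 also: parasites exposed to compound for two days anaerobically before the ATP read; % is scaled to controls: 0 for no effect and ±100 for the full control effect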
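Giardia trophozoites, 100 cells per well, were exposed to compounds for 48 hrs at 37 deg C under anaerobic conditions; viability was then read as ATP content by bioluminescence after 15-30 min at room temperature.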
TSHR antagonist – blocks TSH signaling through the human TSH receptor | P16473 | 0.2% of 330,000 active | activity change, negative = inhibition, % at 11.5 µM | AID 504810 | TSHR-expressing cells, TSH-stimulated cAMP HTRF, 2 h; hits give low values;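 active = activity change below a set negative limit, meaning inhibition stronger than a set level, cut at about -70% in these data; inconclusive = activity change between two set negative limits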; also: % is scaled to controls: 0 for no effect and ±100 for the full control effect
Target sequence (P16473 whole entry, looked up): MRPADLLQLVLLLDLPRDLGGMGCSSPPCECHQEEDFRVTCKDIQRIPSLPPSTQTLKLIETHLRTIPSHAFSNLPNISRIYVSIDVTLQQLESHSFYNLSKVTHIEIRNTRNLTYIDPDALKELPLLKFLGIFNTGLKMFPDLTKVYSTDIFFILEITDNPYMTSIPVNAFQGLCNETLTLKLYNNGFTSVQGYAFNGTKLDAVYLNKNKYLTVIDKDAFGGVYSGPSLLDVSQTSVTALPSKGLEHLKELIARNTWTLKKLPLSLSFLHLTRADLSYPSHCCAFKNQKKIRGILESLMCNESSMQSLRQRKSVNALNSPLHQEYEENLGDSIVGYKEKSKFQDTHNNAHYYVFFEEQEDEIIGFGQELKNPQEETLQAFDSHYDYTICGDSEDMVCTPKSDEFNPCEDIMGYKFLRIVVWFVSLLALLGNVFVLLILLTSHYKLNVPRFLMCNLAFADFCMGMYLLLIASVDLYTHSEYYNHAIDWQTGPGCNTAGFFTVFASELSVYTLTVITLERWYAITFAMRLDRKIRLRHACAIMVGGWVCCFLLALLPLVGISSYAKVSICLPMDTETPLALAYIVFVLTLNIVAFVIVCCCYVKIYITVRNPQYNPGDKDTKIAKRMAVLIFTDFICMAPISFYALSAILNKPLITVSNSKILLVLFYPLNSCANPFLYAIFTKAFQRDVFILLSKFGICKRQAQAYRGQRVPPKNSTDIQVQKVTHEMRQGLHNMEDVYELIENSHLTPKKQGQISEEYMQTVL
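TSHR-expressing cells were treated with compounds, then stimulated with TSH at EC80 (4nM final) for 2 hours at 37 deg C. Cellular cAMP was measured by HTRF competition between lysate cAMP and cAMP-d2 for a cryptate-labelled anti-cAMP antibody.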
BCR signal inh – chronic active BCR signaling inhibition; ABC-DLBCL IkBa-CBG/CBR reporter, luminescence ratio, 4 h; Potency, µM (titrated, usually from 46.1 µM), for the others: at the highest dose ratio change, negative = lower green/red ratio, usual class: inhibitors; 0.05% of 340,000 active; active = well fitted inhibition curve with a large enough effect in the signal ratio, with a control signal flat, not every such curve was filed as active; inconclusive = small, poorly fitted or top-dose-only effect, or effect the other way, or a change in a side signal; the % refers to the signal ratio;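 also: potency is read from the fitted curve at half-maximal effect; plate controls were basal doxycycline-induced cells for no effect and cells given 10 µM MG132 for full effect; MG132 reads +100%, hits lower the ratio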
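TMD8 ABC-DLBCL cells carrying doxycycline-inducible green luciferase fused to IkappaBalpha plus unfused red luciferase were exposed to compounds (up to 46 uM) for 4 hrs at 37C. Activity came from the overlap-corrected green/red luminescence ratio.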
GALK inh – blocks human galactokinase activity; Purified GALK, Kinase-Glo residual ATP luminescence; Potency, µM (top dose mostly 57.5 µM), inactives show at the top dose activity change, negative = inhibition, usual class: inhibitors; 0.007% of 270,000 active; AID 1868; also: potency is read from the fitted curve at half-maximal effect; % is scaled to controls: 0 for no effect and ±100 for the full control effect
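Galactose (100 uM) and ATP (35 uM) were turned over by 5 nM GALK for 1 h at RT. Kinase-Glo Plus then converted the remaining ATP into a luminescent signal.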
CXXC DNA block – MLL CXXC-DNA interaction inhibition. Q03164. MLL-CXXC / FITC-HOXA9 DNA fluorescence polarization. Potency, µM (top dose mostly 115 µM), inactives show at the highest dose activity change, negative = inhibition, most hits filed as inhibitors. 0.037% of 290,000 active; active = well fitted inhibition curve with a large enough effect in the polarisation, with a control signal flat, not every such curve was filed as active; inconclusive = small, poorly fitted or top-dose-only effect, or effect the other way, or a change in a side signal; inactive = no such curve, though single readings can be large or run the other way; the % refers to the polarisation; also: potency is read from the fitted curve at half-maximal effect
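Fluorescence polarization: 7 uM MLL-CXXC (stock) preincubated 5 min with compounds, then 50 nM fluorescein-HOX-A9 DNA (stock) added; 30 min ambient. Buffer 50 mM Tris-HCl pH 7.5, 50 mM NaCl, 1 mM DTT, 0.05% BSA.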
hERG WT inh – KCNH2 (human, wildtype) channel inhibition; Q12809; U2OS, BacMam KCNH2, thallium flux FluxOr; hits give low values; activity change, % at 1.84 µM; 0.37% of 340,000 active; AID 720551;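 active = maximum activity change below -70%; inconclusive = maximum activity change between -70% and -50%; inactive = maximum activity change above -50%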; also: % is scaled to controls: 0 for no effect and ±100 for the full control effect
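U2OS cells transduced with wild-type KCNH2 virus are loaded with FluxOr dye for 45 min, and thallium flux is measured in kinetic reads before and after stimulation buffer. Rate constants are normalized to DMSO controls.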
AT treatment – potential ataxia-telangiectasia treatments restoring KAP-1 phosphorylation | […] A-T fibroblasts, KAP-1 phosphorylation AlphaLISA; neocarzinostatin DNA damage 30 min before lysis | Potency, µM (top dose mostly 57.5 µM), for the others: at the highest dose activation, usual class: activators | 0.19% of 320,000 active | AID 485349; also: potency is read from the fitted curve at half-maximal effect; % of control where 0% means no effect; nearly all actives have a fitted effect of over 45% in size
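ATM-like activity read as KAP-1 phosphorylation via AlphaLISA donor/acceptor antibody pairs after lysis and 6 hr at 25C. Cells were ATM-null patient fibroblasts ([…], hTERT), dosed 60 min, then exposed to the DSB inducer NCS for 30 min.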
* hit, by the source's call; ? = inconclusive; nt = no result given; & = joins results of further samples; [ ] = dose if it differs, or a comment. Unless noted, calls follow the shape of the dose curve; as a rule, active = well fitted curve in the direction sought with a large enough effect; inconclusive = small, poorly fitted or top-dose-only effect, or another doubt; inactive = no such curve, though single readings can be large; an effect the other way counts as inactive or inconclusive.

structure,TCR activator,FBPA coupling cs,Tb PFK block,Giardia killer,TSHR antagonist,BCR signal inh,GALK inh,CXXC DNA block,hERG WT inh,AT treatment
CC(C)CN1CCC(=O)N(CCO)CC1,2%,3,2%,0,20,1%,nt,5%,-1,-8%
CCN1C(=NCCCOC(C)C)N[C@@H](c2ccccc2)[C@H](C(=O)OC)[C@H]1C,0%,7,0%&-7%,-13,-7&1,1%&11%,nt,-2%,3,-10%&6%
CCC(=O)Nc1ccc(C(=O)CN2CCC(C)CC2)cc1,nt,-3,1%,nt,-4,-21%,1%,1%,nt,1%
COc1ccc2cc(C(=O)C3CCCN(C(=O)c4cnn(C(C)C)c4)C3)ccc2c1 (stereo not drawn),-5%,-1,2%,-4,-9,0%,-1%,5%,-10,4%
CCOC(=O)c1ccccc1NC(=O)CN(c1ccccc1OCC)S(C)(=O)=O,4%,4,1%,13,3,-3%,0%,-6%,8,7%
CC1CC(C)CN(C(=O)C2CCCN(c3ncnc4c3nc3n4CCCCC3)C2)C1 (stereo not drawn),-4%,-1,-5%,11,2,3%,-3%,4%,3,1%
O=c1cc(-c2ccc(O)cc2)oc2cc(O)c([C@@H]3O[C@H](CO)[C@@H](O)[C@H](O)[C@H]3O)c(O)c12,4%,0,-9%,6,-6,5%,nt,nt,-6,2%
Cc1ccccc1NC(=O)Cc1nnc(SCc2ccc(Cl)c(Cl)c2)n1C,0%,3,-14%,4,-3,5%,0%,5%,3,-8%
OC1=C(O)c2nc3cc(C(F)(F)F)ccc3nc21,-2%,1,2%,?,-3,1%,0%,11%,-1,-4%
CCCn1nnc2ccccc2c1=O,12%,5,-1%,-3,17,-8%,nt,-3%,18,-3%
Cc1ccn(CCC(=O)NC2CC(C)(C)Cc3c2cnn3-c2ccccc2C)n1 (stereo not drawn),-5%,nt,-5%,28,-9,6%,-1%,-7%,1,5%
Cc1ccc(CC(=O)NNC(=O)c2cccs2)cc1C,-1%,nt,-1%,26,-7,4%,nt,nt,-6,0%
Cc1nnc(NC(=O)CN2CCN(Cc3c(Cl)cccc3Cl)CC2)s1,-9%,2,-2%,10,-3,0%,3%,-7%,0,2%
CN(C)C(=O)CSc1nc2ccccc2n1Cc1ccccc1,0%[46.1 µM],1,-7%,-15,43,?,0%,3%,7,2%
Cc1ccc(S(=O)(=O)N2CCOCC2)cc1NC(=O)CSc1nnc2cc(C)c3ccccc3n12,2%[46.1 µM],0,1%,-1,1,-3%,2%,15%,-20,1%
Cc1cc(C(=O)O)c(CCCN)s1,6%,1,1%,9,-3,-2%,4%,10%,0,4%
O=C(Cc1ccccc1)N1CCN(c2ncccn2)CC1,-4%,-1,-2%,5,-3,-8%,10%,2%,-1,-1%
Cc1cc(-c2csc(N)n2)c(C)n1-c1ccccc1,5%[46.1 µM],-3,1%,-11,-7,1%,2%,-5%,-17,2%
CCC(CC)c1nnc(NC(=O)CS(=O)(=O)c2ccc(C)cc2)s1,2%,4,-1%,-1,-7,9%,-5%,18%,-3,0%
Nn1c(SCC(=O)Nc2ccc(F)cc2)nnc1-c1ccccn1,2%,-3,-10%[0.46 µM],-8,9,?,1%,3%,-4,20%

A draw from above in order of length of the SMILES, rising:
structure,TCR activator,FBPA coupling cs,Tb PFK block,Giardia killer,TSHR antagonist,BCR signal inh,GALK inh,CXXC DNA block,hERG WT inh,AT treatment
CN(C)C(=O)CSc1nc2ccccc2n1Cc1ccccc1,0%[46.1 µM],1,-7%,-15,43,?,0%,3%,7,2%
CCC(=O)Nc1ccc(C(=O)CN2CCC(C)CC2)cc1,nt,-3,1%,nt,-4,-21%,1%,1%,nt,1%
Cc1nnc(NC(=O)CN2CCN(Cc3c(Cl)cccc3Cl)CC2)s1,-9%,2,-2%,10,-3,0%,3%,-7%,0,2%
COc1ccc2cc(C(=O)C3CCCN(C(=O)c4cnn(C(C)C)c4)C3)ccc2c1 (stereo not drawn),-5%,-1,2%,-4,-9,0%,-1%,5%,-10,4%

Other entries.
structure,TCR activator,FBPA coupling cs,Tb PFK block,Giardia killer,TSHR antagonist,BCR signal inh,GALK inh,CXXC DNA block,hERG WT inh,AT treatment
CNC(=O)c1ccccc1NC(=O)c1c(O)c2c([nH]c1=O)CCCC2,-2%,0,-2%,6,-9,?,-1%,-1%,9,-8%
CN(C)/C=C/c1c(C#N)c(=O)ncn1Cc1ccccc1,-2%,4,-4%,-18,14,-1%,-2%,0%,-2,-3%
CN1C(=O)CSc2ccc(NC(=O)NCCC3=CCCCC3)cc21,nt,5,-3%,6,-13,?,0%,10%,-15,nt
O=C(COC(=O)c1cccnc1Cl)NCc1ccco1,3%,6,-24%,-5,1,4%,7%,15%,2,3%
O=C1CC(N2CCN(c3ccc(S(=O)(=O)N4CCOCC4)cc3)CC2)C(=O)N1Cc1ccccc1 (stereo not drawn),-8%,-1,-1%,-2,2,9%,-5%,2%,1,5%
O=C(COC(=O)c1cc(Br)ccc1O)NCC1CCCO1 (stereo not drawn),-7%,nt,-1%,15,6,0%,nt,nt,6,12%
O=S1(=O)N=C(c2ccccc2)C=C(c2ccccc2)N1,-13%[46.1 µM],nt,13%,9,4,9%,nt,nt,-1,14%
Cc1ccc(N(C(=O)c2ccc(Br)o2)C2C=CS(=O)(=O)C2)cc1 (stereo not drawn),-5%,3,-1%,-10,26,?,1%,-1%,-3,-4%
CN(C)CCOC(=O)CCCCCCCCC(=O)OCCN(C)C,5%,7,0%,7,3,4%,9%,4%,10,3%
CCN(CC(=O)NCc1cccs1)C(=O)CCC(=O)c1ccc(F)cc1,-5%,nt,-16%,11,nt,1%,nt,nt,-8,?
Cc1cccc(NC(=O)c2ccc(C3SCC(=O)N3CCc3ccccc3)cc2)c1C (stereo not drawn),-1%,4,-2%,2,-31,?,0%,16%,6,3%
COc1ccc(Oc2nnnn2-c2ccccc2)cc1,-3%[46.1 µM],0,-2%,17,-5,8%,0%,1%,-20,-3%
CCCCCCN(C(=O)CCCCCN1C(=O)NC(c2cccc([N+](=O)[O-])c2)C(C(=O)OCc2ccccc2)=C1C)C(C(=O)NCCCC)c1ccc(OCC(=O)OC)c(C(=O)OC)c1 (stereo not drawn),nt,3&1,3%,nt,-7,?,-1%,-6%,nt,16%
O=C(COC(=O)COc1ccc(Cl)cc1)Nc1ccc2c(c1)OCCO2,-4%,nt,7%,-19,3,-1%,nt,nt,3,4%
Cc1cc(C(=O)N2CCN(c3ccccn3)CC2)no1,nt,0,-6%,-9,15,0%,1%,3%,-8,2%
COc1ccc(NS(=O)(=O)c2ccc(-c3coc(C)n3)cc2)cc1OC,4%,nt,-16%,2,-27,3%,5%,2%,5,2%
Cc1ccc(NC(=O)C(=O)c2cn(CC(=O)N3CCCCC3)c3ccccc23)cc1,-8%[46.1 µM],1,-4%,6,-16,?,3%,3%,-3,-2%
CCCCCC(O)(CCN1CCCCC1)c1ccccc1 (stereo not drawn),-2%,4,1%,-2,5,8%,2%,-2%,?,-7%
Cc1ccc(C(=O)OC(C)C(=O)NC2CCCCC2C)cc1S(=O)(=O)N1CCCCC1 (stereo not drawn),5%,4,1%,-3,-10,3%,6%,-4%,-27,9%
Cc1ccc(N(C(=O)c2csnn2)C(C(=O)NCc2ccccc2)c2ccccn2)cc1 (stereo not drawn),1%,3,-1%,-3,5,-6%,-3%,0%,2,4%
COC(=O)c1ccccc1NC(NC(=O)c1ccco1)C(=O)c1ccccc1 (stereo not drawn),nt,-1,-2%,-10,4,1%,3%,-2%,0,-3%
CCOC(=O)C1CCN(C(=O)CNC(=O)OC(C)(C)C)CC1,1%,2,2%,-22,-8,?,-1%,-2%,16,-4%
CC(=O)c1cc(C#N)c(SCC(=O)O)nc1C,-2%,-2,-1%,-19,6,-11%,0%,-11%,11,nt
CCN(C(=O)CSc1nc2cc(C(=O)OC)ccc2c(=O)n1Cc1ccco1)c1cccc(C)c1,4%,2,2%,16,-13,?,-1%,7%,-9,13%
COC(=O)c1c(C(=O)OC)n(CCCN)c2ccc(C)cc12,-8%,1,12%,-18,-1,?,2%,-2%,-5,-8%

Pulled by compound from the entries so far, 2 records:
structure,TCR activator,FBPA coupling cs,Tb PFK block,Giardia killer,TSHR antagonist,BCR signal inh,GALK inh,CXXC DNA block,hERG WT inh,AT treatment
O=C(COC(=O)COc1ccc(Cl)cc1)Nc1ccc2c(c1)OCCO2,-4%,nt,7%,-19,3,-1%,nt,nt,3,4%
CCCn1nnc2ccccc2c1=O,12%,5,-1%,-3,17,-8%,nt,-3%,18,-3%
